Screens (PubChem)
MEKK2mut PB1 HTS: signal of MEK5 binding to mutant human MEKK2 PB1 domain | bead flow cytometry, Alexa488-MEK5 binding to MEKK2 mutant | percent response, % at 10 µM | 290,000 compounds, 0.35% hits; in the data active means percent response above about 24%, passing the limit was not always enough; further: inactives centre near 1; some results filed as inactive read as strong as hits
NALP1 inh: blocks the NALP1 inflammasome reconstituted in yeast; inhibition, % at 10 µM; 280,000 compounds, 0.61% hits; S. cerevisiae NALP1/ASC/caspase-1 growth, X-gal OD620, 72 h; in the data active means inhibition mostly above about 24%, no sharp cut-off; inactive means mostly below about 32%; further: some compounds called inactive have numbers as strong as hits
NS3 helicase inh: inhibitors of Hepatitis C virus NS3 helicase. NS3 helicase DNA unwinding, Cy5 molecular beacon fluorescence. inhibition, % at 10.9 µM. 290,000 compounds, 0.56% hits. AID 1800;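 active means inhibition above the mean of all tested compounds plus 3 SD, set per campaign, cut at about 35% in these data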;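 further: 0% = DMSO wells and 100% = thioflavine S control wells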
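test system = hepatitis C virus NS3 helicase domain fragment enzyme | reagent = annealed dual-labelled DNA beacon duplex, ATP-started | times = 1 h at 25 °C | detection = Cy5 fluorescence, 0 and 60 min reads | read-out basis = percent inhibition from t60/t0 fluorescence ratio | control set = DMSO and thioflavine S | replication = one well per compound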
VIM-2 inhibitor: blocks Pseudomonas aeruginosa VIM-2 metallo-beta-lactamase. purified VIM-2, nitrocefin hydrolysis, epi-absorbance fluorescence. inhibition, % at 5.6 µM. 290,000 compounds, 0.89% hits;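 active means inhibition above the mean of all tested compounds plus 3 SD, cutoff set per screening run, cut at about 7.5% in these data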;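 further: red hydrolysis product quenches plate fluorescence so inhibitors raise well fluorescence; 0% = enzyme with DMSO and 100% = DMSO without enzyme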
IMP-1 inhibitor: inhibitors of Pseudomonas aeruginosa IMP-1 metallo-beta-lactamase | purified IMP-1, nitrocefin hydrolysis, epi-absorbance fluorescence | inhibition, % at 5.6 µM | 290,000 compounds, 0.45% hits | AID 1556;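 active means inhibition above the mean plus 3 SD of all compounds in the same screening run, cut at about 4.5% in these data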;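 further: 0% = IMP-1 with DMSO and 100% = DMSO wells lacking enzyme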
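Test system: recombinant IMP-1 enzyme, purified / Medium: HEPES buffer pH 7.1 with ZnSO4 and Brij 35 / Doses: single dose, 5.6 µM / Times: 25 °C, 15 min preincubation, 25 min reaction / Detection: Epi-absorbance via hydrolysed-nitrocefin quenching of white-plate fluorescence, 480/530 nm, EDTA stop / Evaluation: percent inhibition from optical density relative to buffer-blank wells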
MEKK2wt PB1 HTS: raises or lowers MEK5 binding to wildtype human MEKK2 PB1 domain | Q9Y2U5 | bead flow cytometry, Alexa488-MEK5 binding to MEKK2 WT; actives lie on both sides | binding response (% of control), % at 10 µM | 290,000 compounds, 1.1% hits; in the data active means binding response below about 67% or above about 130%
SUMO HTRF inh: inhibitors of human SUMOylation (UBC9); P63279; inhibition, % at 35 µM; HTRF SUMOylation assay, SAE1/SAE2 + UBC9, in vitro; AID 2006; 290,000 compounds, 0.36% hits; in the data active means inhibition above about 50%, passing the limit was not always enough; further: strong numbers were not always called active
Target sequence (P63279 whole entry, looked up): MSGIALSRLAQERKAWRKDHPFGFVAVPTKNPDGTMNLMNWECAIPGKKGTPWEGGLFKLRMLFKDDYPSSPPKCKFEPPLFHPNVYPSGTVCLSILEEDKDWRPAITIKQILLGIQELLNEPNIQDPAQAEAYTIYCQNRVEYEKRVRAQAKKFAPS
DNA FID counter: counter-screen for HCV NS3 helicase inhibitors: DNA intercalator displacement; AID 1845; inhibition, % at 7.9 µM; 290,000 compounds, 0.17% hits; DNA fluorescent intercalator displacement, fluorescence; in the data active means inhibition above about 37%;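 further: 0% = vehicle and 100% = reference compound; higher means more ethidium bromide displaced from hairpin DNA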
PfM18AAP inh: blocks P. falciparum M18 aspartyl aminopeptidase. recombinant PfM18AAP, H-Glu-NHMec fluorogenic cleavage. inhibition, % at 7.35 µM. 290,000 compounds, 1.2% hits;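 active means inhibition above the campaign mean inhibition over all tested compounds plus 3 SD, cut at about 28% in these data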;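 further: 0% = plate median of test compound wells and 100% = 2 mM ZnCl2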
Active calls of the source: *; x = not tested or not shown. Hits appear at their usual frequency; 4.7% or so of the library scored in one or more.

Below each SMILES: MEKK2wt PB1 HTS, DNA FID counter, SUMO HTRF inh, VIM-2 inhibitor, NS3 helicase inh, MEKK2mut PB1 HTS, NALP1 inh, PfM18AAP inh, IMP-1 inhibitor
- CN(C)CCNc1ccc(Cl)cc1[N+](=O)[O-]
    96.0, 6.5, 14.1, -0.5, 3.6, -2.0, 42.1, 0.8, -3.8
- CC(CCc1ccccc1)NC(=O)CN1CCOc2ccccc21 (stereo not drawn)
    100.0, -16.1, x, -3.5, 3.2, 0.0, x, -1.4, -3.6
- N=C1C(c2ccccc2)=C(O)CN1c1cccc(S(N)(=O)=O)c1
    101.0, 2.6, -13.0, -0.7, -0.7, -1.0, x, 10.8, -4.2
- N#Cc1ccc(NC(=O)Cn2cnc(S(=O)(=O)N3CCc4ccccc43)c2)cc1
    99.0, -0.6, -4.4, -6.2, 5.0, 10.0, -1.7, 1.1, -1.5
- O=C(CCc1nc(-c2ccccc2F)no1)Nc1ccc(Oc2ccccc2)cc1
    101.0, -4.8, -29.3, -3.6, -11.4, -7.0, 40.9*, 0.5, -3.8
- CC(=O)c1cc(C(c2csc(C(C)=O)c2)c2csc(C(C)=O)c2)cs1
    89.0, -17.8, 6.3, -1.6, 6.4, 7.0, -32.4, -1.2, 0.1
- CCCCN1c2cc(C)c(O)cc2C(C(=O)OCC)C1C (stereo not drawn)
    100.0, -16.8, 4.6, -1.6, -8.2, 5.0, 8.7, 5.8, -1.1
- C=CCn1c(SCC(=O)Nc2ccc3c(c2)OCCO3)nnc1-c1ccccn1
    97.0, -18.5, 12.1, -0.1, -20.2, -1.0, 5.6, -1.0, -0.9
- COc1ccc(C2=NCC(CSc3nnnn3C)S2)cc1 (stereo not drawn)
    105.0, -13.7, 5.9, -3.5, -3.1, 2.0, 1.9, -6.5, -1.6
- CCSc1ccccc1C(=O)NCc1ccc(S(N)(=O)=O)cc1
    102.0, 0.2, -6.4, -4.3, -0.2, 3.0, 16.3, 1.4, -4.7
- CC1C(=O)CC(c2ccc([N+](=O)[O-])cc2)NC1c1ccc([N+](=O)[O-])cc1 (stereo not drawn)
    87.0, 17.7, -6.4, -2.1, -4.4, 5.0, 1.7, -8.6, -2.8
- O=C(O)CCCC(=O)Nc1ccccc1C(=O)O
    103.0, 2.2, 18.3, -0.8, 0.5, 3.0, -0.3, 5.7, -1.5
- CCC1SC(CC)C(=O)N(CC(=O)NC2CCCCC2)C1=O (stereo not drawn)
    110.0, 11.0, 6.1, -0.6, 8.1, 0.0, -8.7, 3.3, -1.8
- CC(=O)N(c1ccccc1)C(C)c1nc(C#N)c(C#N)nc1C (stereo not drawn)
    105.0, -1.8, 10.7, -3.6, 8.3, 3.0, 22.1, 3.3, -0.8
- O=c1[nH]c2cc3c(cc2cc1C(c1nnnn1CC1CCCO1)N1CCCCCC1)OCO3 (stereo not drawn)
    106.0, -6.7, 10.3, -2.2, -4.2, 4.0, -46.4, 6.0, -0.8
- N#Cc1c(F)cccc1NCc1cccnc1
    111.0, -4.7, -4.5, 0.9, 1.5, 1.0, 24.3, -0.2, -0.9
- Cc1cc(C(=O)Nc2ccccc2C(F)(F)F)no1
    101.0, -4.7, 39.0, -3.0, -1.5, 3.0, 6.5, -3.1, -2.3
- COc1ccccc1CN1CC(C(=O)NCCc2ccccc2Cl)CCC1=O (stereo not drawn)
    99.0, -31.8, -2.3, -0.2, -3.2, -6.0, 0.0, -7.2, -3.6
- O=C(N/N=C/c1ccc(OC(F)F)cc1)c1cccc(S(=O)(=O)N2CCOCC2)c1
    98.0, 0.3, 24.1, -3.3, 4.4, -3.0, 18.7, 1.1, -0.6
- COC(=O)c1ccccc1NC(=O)c1ccccc1NS(C)(=O)=O
    105.0, -7.6, 19.4, -2.5, 2.9, 5.0, 4.3, 2.5, -4.5
- CO/N=C(/CN1CCCCC1)c1ccc(Cl)cc1
    100.0, -0.3, -8.0, 1.2, 1.0, -2.0, 16.8, -3.5, -0.9
- COc1cccc(C(=O)N(c2ccc(OC)cc2OC)C2C=CS(=O)(=O)C2)c1 (stereo not drawn)
    85.0, -11.8, 1.1, -0.5, 7.6, -13.0, 8.4, 1.2, -0.8
- COc1ccccc1CN(C)C(=O)c1ccc2c(c1)NC(=O)CS2
    x, -23.6, 13.4, -3.3, -4.2, x, -8.4, 5.6, -3.9
- CC(Oc1ccccc1Cl)C(=O)N1CCCN(C)CC1 (stereo not drawn)
    104.0, 2.7, 11.7, 1.6, -3.4, 1.0, 9.8, -9.1, -0.6
- Cc1ccc2nc(NC(=O)COC(=O)c3ccccn3)sc2c1
    101.0, -5.5, -7.1, -4.5, -26.5, -2.0, 25.4, -2.3, -3.3
- CCOc1ccc(NC(=O)C2CCN(S(=O)(=O)c3ccc4c(c3)NC(=O)C(C)S4)CC2)cc1 (stereo not drawn)
    95.0, -52.2, 10.3, -6.7, -5.2, -3.0, 7.1, -0.4, -2.2
- O=C(CCN1C(=O)/C(=C/c2cccs2)SC1=S)Nc1ccc(C(=O)O)cc1
    103.0, -7.7, 11.8, -3.9, -11.7, 6.0, 1.2, 1.7, -2.8
- CCCCC[C@H]1CN(C2CCCCC2)C(=O)[C@@H]1CC(=O)NCc1ccc(OC)cc1
    112.0, -48.7, 2.9, 0.3, -5.0, 4.0, 9.3, 0.6, -3.0
- CC(NC(=O)OC(C)(C)C)C(=O)Oc1cc2oc(=O)cc(-c3ccccc3)c2cc1Cl (stereo not drawn)
    105.0, -3.3, 23.0, -2.8, 19.2, 7.0, 27.0, 2.9, -3.4
- COc1ccc(-c2cc(C3CCN(c4cc(Cl)nc(N)n4)CC3)[nH]n2)cc1
    88.0, -31.6, -7.4, -0.7, -26.1, -6.0, 13.8, -4.1, -0.9

Random excerpt: two entries already listed, in no set order.
Below each SMILES: MEKK2wt PB1 HTS, DNA FID counter, SUMO HTRF inh, VIM-2 inhibitor, NS3 helicase inh, MEKK2mut PB1 HTS, NALP1 inh, PfM18AAP inh, IMP-1 inhibitor
- N=C1C(c2ccccc2)=C(O)CN1c1cccc(S(N)(=O)=O)c1
    101.0, 2.6, -13.0, -0.7, -0.7, -1.0, x, 10.8, -4.2
- COC(=O)c1ccccc1NC(=O)c1ccccc1NS(C)(=O)=O
    105.0, -7.6, 19.4, -2.5, 2.9, 5.0, 4.3, 2.5, -4.5

(more compounds)
Below each SMILES: MEKK2wt PB1 HTS, DNA FID counter, SUMO HTRF inh, VIM-2 inhibitor, NS3 helicase inh, MEKK2mut PB1 HTS, NALP1 inh, PfM18AAP inh, IMP-1 inhibitor
- CC(C)(C)S(=O)(=O)Cc1nc(-c2ccc(Cl)c(Cl)c2)cs1
    92.0, -6.6, -12.0, -2.3, -8.7, -12.0, 0.1, 2.6, -0.3
- CC(C)Cn1cnc2c1c(=O)[nH]c(=O)n2Cc1ccccc1
    99.0, -3.8, -17.7, -2.2, 3.2, 3.0, 18.7, -0.8, -2.6
- O=C(CSc1cccc[n+]1[O-])c1ccc(Cl)s1
    100.0, -6.1, 11.8, 0.3, 0.4, -7.0, 27.5, -2.5, -2.6
- CC(=O)Nc1cc2c3c(c1)CC(=O)N3CCC2
    99.0, -0.9, 14.0, -1.3, 8.1, 2.0, 7.8, -8.6, -1.5
- Cn1cccc1CC(=O)NNC(=O)Nc1ccc(Cl)cc1
    101.0, -16.5, 13.5, -4.6, 9.8, 1.0, -2.4, 6.9, -4.0
- COc1ccc(N(CC(=O)NCCSc2ccccn2)S(=O)(=O)c2ccc(C)cc2)cc1OC
    96.0, -43.7, 19.5, -0.4, -22.8, -5.0, 12.8, -14.8, -1.3
- COc1ccccc1CCNC(=O)c1cnn2c(C(F)F)cc(C)nc12
    114.0, -25.0, 10.3, 0.6, 9.3, 17.0, 34.2, 2.9, -4.0
- Cc1nc(=O)c(-c2ccccc2)c(C)n1-c1ccc(C(=O)O)cc1
    102.0, 1.2, 19.2, -0.2, -0.8, -3.0, 3.1, -4.0, -0.2
- Cn1c(NC(=O)c2cccc(C(F)(F)F)c2)cc(=O)n(C)c1=O
    108.0, -7.2, -32.8, -3.3, 6.7, 5.0, 14.7, -0.4, -5.0
- COC(=O)CN1C(=O)[C@H]2[C@@H](c3ccc(C)o3)N3C(=O)CN(CC4CC4)C(=O)[C@@]3(C)[C@H]2C1=O
    105.0, -19.7, -0.3, -1.9, 21.0, -2.0, -3.3, -4.0, -2.7
- CCCCOP(=O)(c1ccc(N(C)C)cc1)C(O)c1cc(OC)ccc1OC (stereo not drawn)
    101.0, -37.2, -4.9, -3.0, -2.0, 2.0, 10.1, -2.1, -2.1
- Cc1cc(S(=O)(=O)NCc2ccccc2)ccc1OCC(=O)Nc1cccc([N+](=O)[O-])c1
    108.0, -1.1, 0.4, 1.0, 5.8, 0.0, 10.7, -3.9, -2.2
- CN(CC1CCCN(CCc2cccc(C(F)(F)F)c2)C1)C(=O)c1cc2ccccc2o1 (stereo not drawn)
    131.0, 27.3, -13.5, -4.5, -71.0, 24.0*, 25.9, 2.9, -1.5
- O=C(O)CCC(=O)Nc1ccc(/C=C/C(=O)C2CC2)cc1
    103.0, -9.3, -7.6, 0.6, 0.2, -2.0, -4.0, 6.0, -5.8
- Cc1ccc(NS(=O)(=O)c2cc(Br)cnc2N)c(Cl)c1
    101.0, -14.4, 10.5, -1.8, 0.2, 3.0, 2.7, -7.7, -2.5
- Cc1ccc(C(=O)NNC(=O)CSc2nnc3c(n2)[nH]c2ccc(F)cc23)cc1
    92.0, 0.2, 41.3, -4.0, -4.3, -1.0, 13.3, -2.1, -1.4
- Cc1coc2c(C)c3oc(=O)c(CCC(=O)NCCCn4ccnc4)c(C)c3cc12
    104.0, 21.7, 19.0, 31.2*, -35.8, -2.0, 14.1, 10.5, 3.7
- O=C(COc1ccc(S(=O)(=O)N2CCCC2)cc1)NCc1cccnc1
    101.0, -9.6, 1.7, -0.9, 2.9, 0.0, -0.3, 1.2, -2.5
- COc1ccc(S(=O)(=O)N2CCOC2CNC(=O)C(=O)NCc2ccncc2)cc1 (stereo not drawn)
    99.0, -12.4, -6.5, -0.9, -0.8, 0.0, 2.0, -4.5, -1.5
- O=C(COC(=O)CCN1C(=O)c2cccc([N+](=O)[O-])c2C1=O)NC1CCS(=O)(=O)C1 (stereo not drawn)
    103.0, 2.9, -1.7, -1.4, -8.7, 1.0, 9.9, 2.0, -3.0
- CNC(=O)COC(=O)c1cc(-c2ccccc2)nn1-c1ccccc1
    92.0, -30.6, 10.2, -1.0, 3.6, -11.0, -4.2, -0.8, -3.3
- COc1ccc(-n2nc(C(=O)NCC(=O)N3CCN(c4ccccc4)CC3)c3ccccc3c2=O)cc1OC
    104.0, -48.6, 4.9, -3.0, -1.3, 3.0, -3.0, 1.4, -3.6
- O=C(CCCCCCCCCCC(=O)NCc1cccnc1)NCc1cccnc1
    101.0, -8.6, 7.6, -3.1, -3.8, 2.0, 5.6, -8.0, -0.9
- O=C1OC(c2cccs2)=N/C1=C\c1ccc(-c2cccc(Cl)c2)o1
    79.0, -25.5, -8.9, 0.5, 31.3, 0.0, 27.3, 4.0, -0.4
- CCOC(=O)c1ccccc1NS(=O)(=O)c1cnn(CC)c1C
    110.0, -22.6, 3.0, -1.8, 19.7, 13.0, -11.4, -6.5, -0.9
- CCCCOC(=O)c1ccc(NC(=O)c2ocnc2C)cc1
    105.0, -18.0, -24.9, -3.0, 0.9, 3.0, 8.6, 3.1, -4.3
